High-throughput results (PubChem BioAssay)
NS3 helicase inh: inhibitors of HCV NS3 helicase, primary screen, biochemical, Cy5 molecular beacon fluorescence; Hepatitis C virus NS3 helicase; NS3 helicase DNA unwinding; inhibition, % at 10.9 µM; actives 0.56% (n = 290,000);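 active = inhibition above the mean of all tested compounds plus 3 SD, set per campaign, cut at about 35% in these data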;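 note: 0% = DMSO wells and 100% = thioflavine S control wells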
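System: NS3 helicase fragment of HCV / Schedule: 1 h at 25 °C / Control set: DMSO alone as 0% and 110 µM thioflavine S as 100% / Reagent: Cy5/quencher beacon DNA duplex and ATP to start / Technique: Cy5 fluorescence / Replication: singlicate / Evaluation: % inhibition of end-to-start signal ratio versus controls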
IMP-1 inh: IMP-1 metallo-beta-lactamase inhibitors, primary screen, biochemical, epi-absorbance readout, Pseudomonas aeruginosa enzyme. metallo-beta-lactamase IMP-1 (Pseudomonas aeruginosa). actives 0.45% (n = 290,000). inhibition, % at 5.6 µM. AID 1556, 2009. purified IMP-1, nitrocefin hydrolysis, epi-absorbance fluorescence;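 active = inhibition above the mean plus 3 SD of all compounds in the same screening run, cut at about 4.5% in these data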;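 note: 0% = IMP-1 with DMSO and 100% = DMSO wells lacking enzyme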
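assay system = purified recombinant IMP-1 metallo-beta-lactamase enzyme | schedule = 15 min preincubation plus 25 min reaction at 25 °C | signal = Epi-absorbance fluorescence, 480 nm excitation, 530 nm emission | read-out basis = percent inhibition from optical density relative to buffer-blank wells | controls = IMP-1 with DMSO as 0%, enzyme-free DMSO as 100%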
MEKK2 WT-MEK5: modulators of MEK5 binding to wildtype MEKK2, primary screen, biochemical, multiplex bead flow cytometry, Alexa488-MEK5. Mitogen-activated protein kinase kinase kinase 2 (Homo sapiens), Q9Y2U5. Alexa488-MEK5 binding to MEKK2 WT; actives lie on both sides. binding response (% of control), % at 10 µM. actives 1.1% (n = 290,000); in the data active = binding response below about 67% or above about 130%
SUMO HTRF inh: inhibitors of in vitro SUMOylation cascade, primary screen, biochemical, HTRF, uHTS; actives 0.36% (n = 290,000); inhibition, % at 35 µM; HTRF SUMOylation assay, SAE1/SAE2 + UBC9; in the data active = inhibition above about 50%, passing the limit was not always enough; note: strong numbers were not always called active
Target sequence (P63279 whole entry, looked up): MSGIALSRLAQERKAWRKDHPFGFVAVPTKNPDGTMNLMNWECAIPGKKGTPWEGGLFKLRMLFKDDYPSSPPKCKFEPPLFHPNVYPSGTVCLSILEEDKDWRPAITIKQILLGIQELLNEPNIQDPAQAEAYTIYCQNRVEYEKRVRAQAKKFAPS
MEKK2mut PB1 HTS: MEK5 binding signal on mutant MEKK2 PB1, primary screen, biochemical, multiplex bead flow cytometry, Alexa488-MEK5; Alexa488-MEK5 binding to MEKK2 mutant; percent response, % at 10 µM; actives 0.35% (n = 290,000); AID 1530, 2009; in the data active = percent response above about 24%, passing the limit was not always enough; note: inactives centre near 1; some results filed as inactive read as strong as hits
NALP1 inh: NALP1 inflammasome inhibitors in reconstituted yeast, colorimetric, S. cerevisiae, triplicate retest; S. cerevisiae NALP1/ASC/caspase-1 growth, X-gal OD620, 72 h; inhibition, % at 10 µM; actives 0.61% (n = 280,000); in the data active = inhibition mostly above about 24%, no sharp cut-off; inactive = mostly below about 32%; note: some compounds called inactive have numbers as strong as hits
FID counter: compounds displacing fluorescent DNA intercalator, primary screen, artefact control for HCV NS3 helicase inhibitor project, biochemical, FID fluorescence | DNA fluorescent intercalator displacement | inhibition, % at 7.9 µM | actives 0.17% (n = 290,000) | AID 1845, 2009; in the data active = inhibition above about 37%;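 note: 0% = vehicle and 100% = reference compound; higher means more ethidium bromide displaced from hairpin DNA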
VIM-2 inh: VIM-2 metallo-beta-lactamase inhibitors, primary screen, biochemical, epi-absorbance readout, Pseudomonas aeruginosa enzyme. purified VIM-2, nitrocefin hydrolysis, epi-absorbance fluorescence. inhibition, % at 5.6 µM. actives 0.89% (n = 290,000). AID 1527, 2009;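 active = inhibition above the mean of all tested compounds plus 3 SD, cutoff set per screening run, cut at about 7.5% in these data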;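 note: red hydrolysis product quenches plate fluorescence so inhibitors raise well fluorescence; 0% = enzyme with DMSO and 100% = DMSO without enzyme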
PfM18AAP inh: PfM18AAP inhibitors, malaria aminopeptidase, primary screen, biochemical, QFRET, recombinant enzyme; M18 aspartyl aminopeptidase (Plasmodium falciparum 3D7); H-Glu-NHMec fluorogenic cleavage; inhibition, % at 7.35 µM; actives 1.2% (n = 290,000); AID 1822, 2009;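 active = inhibition above the campaign mean inhibition over all tested compounds plus 3 SD, cut at about 28% in these data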;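 note: 0% = plate median of test compound wells and 100% = 2 mM ZnCl2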
Numbers without * were called inactive; / = not tested or not shown; [ ] = another dose, or the depositor's remark.

Values in the order – NS3 helicase inh, IMP-1 inh, MEKK2 WT-MEK5, SUMO HTRF inh, MEKK2mut PB1 HTS, NALP1 inh, FID counter, VIM-2 inh, PfM18AAP inh
CCOC(=O)C1(Cc2ccccc2)CCN(Cc2ccc(C)s2)CC1
    -16, -1.7, 103, -2, 0, 11, 4, -1.4, -5
COc1ccc2c(c1)O[C@@H](c1cccc(C(F)(F)F)c1)[C@H](O)C2=O
    -7, -2.7, 92, -10, -6, 9, -17, -0.3, 11
O=C(Nc1cccc(-c2nc3ccccc3s2)c1)c1cc(=O)c2ccccc2o1
    -10, -2.1, 99, 14, 9, 26, 3, -2.4, -2
Cc1nn(C(C)(C)C)c(OC(=O)c2ccc3c(c2)OCO3)c1S(=O)(=O)c1ccccc1
    -5, -0.1, 103, 16, 6, 1, -1, 2.8, -6
COc1cccc(C(=O)OCCN2CCCCC2)c1
    -3, -3.0, 102, -28, 1, -6, 6, 0.1, -6
Cc1ccc(C(=O)NCC(=O)O)cc1S(=O)(=O)N1CCCCC1
    -2, -2.8, 94, 28, -2, 31, -3, -2.6, 1
CCc1nnc(NC(=O)CSc2nc3c(c(=O)n2-c2ccccc2OC)SCC3)s1
    -3, -1.7, 86, 13, -3, 16, -4, -3.5, 0
Cc1cc2cc(CNC(=O)c3ccc(S(=O)(=O)N4CCOCC4)cc3)ccc2[nH]1
    /, /, 97, 1, 12, 5, /, /, /
CC(OC(=O)c1ccc2ncsc2c1)C(=O)Nc1ncc(Cl)cc1Cl (stereo not drawn)
    6, -1.4, 95, 7, -1, 30, -10, -0.7, 2
COc1ccc(CNC(=O)C2CCN(S(=O)(=O)c3cc(OC)ccc3OC)CC2)cc1
    -10, -3.9, 100, 9, -7, 26, -25, -3.4, 4
Cc1c(Cl)cccc1NC(=O)c1ccc(-n2ccnc2)nc1
    -4, -1.9, 50*[inhibitor], -12, -14, 3, -5, -2.8, 2
CSc1nnc(C)c(=O)n1COC(=O)c1ccc([N+](=O)[O-])cc1
    0, 1.9, 107, 9, 6, 12, 1, 0.9, -5
CCOc1ccccc1CN1CCN(Cc2c[nH]c3ccccc23)CC1CCO (stereo not drawn)
    -28, -4.9, 134*, 13, 20, 7, 4, -1.9, 3
COc1ccc(C(O)P(=O)(OC2CCCCC2)c2ccc(N(C)C)cc2)cc1OC (stereo not drawn)
    9, -1.7, 103, 24, 3, 7, -28, -1.4, 0
CCC(C)n1c(C)nc2c(c1=O)c1nc3ccccc3nc1n2CCC1=CCCCC1 (stereo not drawn)
    4, -1.8, 87, 19, -4, 14, -9, -1.3, 4
Cc1ccc(C(=O)N2CCN=C2SCc2ccc([N+](=O)[O-])cc2)cc1
    -9, -0.2, 92, 6, -1, 19, 5, 0.1, 8
COc1cc(C(=O)Nc2ccc(NC(C)=O)cc2)ccc1OCc1ccccc1
    -2, -0.4, 98, 15, -42, 2, 0, -3.5, -3
COc1ccc(OC)c(S(=O)(=O)N/N=C(/C)c2ccc3c(c2)OCO3)c1
    5, -3.3, 113, 9, 10, 5, -14, -0.8, 9
CCn1c(SCC(=O)Nc2ccc(OC)cc2)nnc1-c1ccco1
    -2, -1.4, 101, 5, 4, 2, -13, -0.5, 5
COc1ccc(Br)cc1C(=O)Nc1ccc(N2CCN(S(C)(=O)=O)CC2)cc1
    -9, -3.0, 108, 19, 3, 1, -12, -0.6, 6

Gathered by group: the entries above containing a Cl atom (2)
Values in the order – NS3 helicase inh, IMP-1 inh, MEKK2 WT-MEK5, SUMO HTRF inh, MEKK2mut PB1 HTS, NALP1 inh, FID counter, VIM-2 inh, PfM18AAP inh
CC(OC(=O)c1ccc2ncsc2c1)C(=O)Nc1ncc(Cl)cc1Cl (stereo not drawn)
    6, -1.4, 95, 7, -1, 30, -10, -0.7, 2
Cc1c(Cl)cccc1NC(=O)c1ccc(-n2ccnc2)nc1
    -4, -1.9, 50*[inhibitor], -12, -14, 3, -5, -2.8, 2

Remaining list, next part
Values in the order – NS3 helicase inh, IMP-1 inh, MEKK2 WT-MEK5, SUMO HTRF inh, MEKK2mut PB1 HTS, NALP1 inh, FID counter, VIM-2 inh, PfM18AAP inh
CCCCCCNS(=O)(=O)c1nc2nc(C)cc(C)n2n1
    -4, -0.7, 111, -18, 11, 18, -7, -0.6, -11
COc1ccc(C(=O)Cn2cnc3ccccc3c2=O)cc1OC
    -2, -4.3, 97, -7, -4, -30, -10, 1.7, 3
Cc1cc(=O)[nH]c(N/N=C/c2ccc(Br)s2)n1
    -3, -3.1, 104, -28, -2, -1, 1, -3.3, -4
CCn1nnnc1SCC(=O)c1ccc(C)cc1
    11, -1.9, 97, 8, -3, -32, -11, -0.6, 9
NCCc1nc(-c2ccccc2)cs1
    -1, -2.2, 107, 10, 9, -13, 7, -2.1, -3
CCc1ccc(N(C(=O)C(F)(F)F)C(C(=O)NC2CCCCC2)c2ccncc2)cc1 (stereo not drawn)
    0, -2.5, 99, -2, 4, 32, -4, -3.9, 0
Cc1nc2c3ccccc3n(CC#N)c(=O)n2n1
    4, -3.1, 93, 4, -1, -17, -1, -1.3, -2
Cc1ccc(NC(=O)CNc2ccc(Cl)cc2F)cc1
    -9, -2.0, 89, -11, 0, 39, 1, -3.2, 1
Cc1cccc(N2C(=O)CC(Cn3nc(C)cc3C)C2=O)c1 (stereo not drawn)
    2, -3.2, 101, 23, -1, /, -7, -3.8, 3
CCn1c(C)nc2cc(C(=O)NNC(=S)NC(=O)c3ccc(OC)cc3)ccc21
    2, -0.7, 112, -78, 1, -31, -15, -1.7, -4
COc1ccc(OCC(=O)NC(CC(=O)O)c2ccc(OC)c(OC)c2)cc1 (stereo not drawn)
    -2, -0.2, 104, 1, 1, 26, -10, -0.1, -10
C/C(NC(=O)c1cccs1)=C1\C(=O)C[C@@H]2[C@H]1C2(C)C
    2, -4.5, 104, -14, 1, -11, -10, -0.7, -15
COCCCNC(=O)C(=O)C1C(=O)Nc2ccccc21 (stereo not drawn)
    5, 0.2, 92, -8, -3, -18, 1, -1.8, 9
CC(=O)Nc1ccc(NC(=O)C(C)OC(=O)/C=C/c2cnc3ccccc3n2)cc1 (stereo not drawn)
    3, -2.0, 96, 17, 3, /, 2, -1.9, -3
O=C(O)c1ccc(N/N=C/c2cccc3cccnc23)cc1
    -4, -1.1, 106, -16, 0, /, -3, 0.9, -9
Clc1ccc2nc(-c3ccccn3)c(Nc3ccc4c(c3)OCO4)n2c1
    -2, -3.1, 99, -22, -1, 13, -8, -4.9, -1
Cc1ccnc(NC(=O)CCC(=O)N(CC(=O)NC(C)(C)C)c2ccc(F)c(Cl)c2)c1
    8, -2.3, 94, 14, -8, 22, -25, -1.9, -3
COc1ccc(CNC(=O)C2CCN(C(=O)c3ccco3)CC2)cc1
    3, -3.2, 99, 5, 0, -5, -5, -3.8, 2
Cc1oc(C(C)(C)C)c(CN2CCCC2)c1C(=O)O
    9, 1.2, 99, 16, -2, -14, 2, 3.6, -3
O=C(NC(=S)Nc1cc([N+](=O)[O-])ccc1Cl)c1ccccc1
    6, 3.6, 100, 24, 9, 4, 6, -0.1, 3
O=C(c1cc(-c2ccco2)on1)N1CCN(c2ccccc2)CC1
    5, -3.0, 109, 20, 9, 38, -9, -0.7, -1
COc1ccccc1CNC(=O)c1cccc(-c2ccc(C)c3ccccc23)n1
    10, -2.1, 97, -5, -1, 20, -9, -3.6, -1
COc1ccc(CCc2nnc(CCC(=O)NCc3ccc4ncccc4c3)o2)cc1
    3, -1.5, 99, 6, -5, -2, -16, -0.8, -3
CCN(CC(=O)NCc1ccc(Cl)cc1)CC(=O)Nc1ccc(C(N)=O)cc1
    2, -4.3, 105, -7, 7, 9, -13, -3.6, 2
Cc1ccc2oc(-c3ccc(C)c(NC(=S)NC(=O)c4cccs4)c3)nc2c1
    10, -3.0, 98, 31, 0, 12, -1, -2.3, -11
O=C1NC(=S)N/C1=C\c1ccccc1OCc1ccc(C(=O)O)cc1
    -5, -1.5, 105, 8, 1, -3, -17, 0.8, -3
CN1CCN(C(=O)CCNC(=O)Cn2ccc3ccccc3c2=O)CC1
    5, -3.5, 87, 17, -8, 1, -1, -8.7, 6
O=C1C=C(NCc2ccc3c(c2)OCO3)CC(c2ccccc2)C1 (stereo not drawn)
    -1, -3.7, 64, -8, -6, 0, -10, -0.9, 2
CCOC(=O)C1CSC(CC(=O)Nc2ccc(OCC)cc2)C(=O)N1 (stereo not drawn)
    0, -5.3, 115, 8, 4, 10, -7, -1.2, 3
CCC(=NCCc1ccc(OC)c(OC)c1)C1=C(O)CC(C)(C)CC1=O
    0, -3.1, 89, 11, -9, -6, -5, 0.8, -11
COc1c(C)cc(C(=O)C2CCCN(C(=O)Cn3nc(C)nc3C)C2)cc1C (stereo not drawn)
    0, -2.0, 105, 17, 6, 10, -16, -2.6, -9
COc1ccc(-c2csc(NC(=O)c3cccc(N4C(=O)CCC4=O)c3)n2)cc1C
    -13, -1.2, 107, -25, 8, 15, -26, 2.0, -2
CCN(CC)C(=O)c1ccc(-c2nnc(OC)c3ccccc23)cc1
    -1, -2.4, 99, 4, 3, -10, -38, -0.6, 3
CCOc1ccccc1NC(=O)CSc1nnnn1-c1ccc(C(=O)OC)cc1
    -2, -5.7, 102, 23, 4, 22, -5, -1.9, -4
CCN(CC)CCN(C(=O)c1ccc(C(=O)c2ccccc2)cc1)c1nc2c(OC)cccc2s1
    -35, -2.3, 178*, 3, 42*, -14, 9, -2.0, -2
O=C1CCCCCN1Cc1ccccc1
    -1, 0.0, 98, -4, -2, 11, -2, 2.2, -13
Cc1sc(NC(=O)c2cccs2)c(C(N)=O)c1C
    -7, -1.3, 112, 41, 8, 8, 5, -0.4, -17
CCCCN1CCc2c(c3ccccc3n2Cc2ccccc2)C1
    -44, -3.7, 112, 13, 14, 14, 5, -2.9, 5
NC(=O)N/N=C/c1ccc(-c2cccc(C(F)(F)F)c2)o1
    -5, -2.5, 92, 3, -3, -2, -6, -1.9, -4
COC(=O)CSc1nc2c(cnn2-c2ccc(Cl)cc2)c(=O)[nH]1
    -13, -2.2, 102, 14, 8, 5, -10, -1.7, 7
Cc1oc(-c2cccc(Cl)c2)nc1CS(=O)(=O)CC(=O)NCCN1CCOCC1
    0, -3.0, 104, 6, 0, -14, -2, -2.4, -5
Cc1ccc(-n2c(C)csc2=N)cc1
    -1, -2.3, 104, -3, 2, 6, -1, -2.7, -6
COc1ccc(C(=O)Oc2cccc(/C=N/NC(N)=S)c2)cc1
    -20, -2.5, 101, -15, -1, -22, -24, -2.9, 4
COc1ccc2cc1Oc1ccc(cc1)CC1c3c(cc(OC)c4c3Oc3cc5c(cc3O4)CCNC5C2)CCN1C (stereo not drawn)
    -80, 4.6*, 186*, -10, 30*, /, 81*, 5.8, 14
